Compound activity from PubChem BioAssay.
Bim-Bcl-2 – disrupts Bim peptide binding to human Bcl-2. P10415. Bead-based flow cytometry, Bim peptide-Bcl-2 binding. inhibition, % at 10 µM. 190,000 tested, 0.06% active; in the data active = inhibition above about 40%; inconclusive = no clear call, values can overlap the other calls;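 note: 0% = no compound wells with probe peptide and 100% = reference peptide inhibitor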
Cdc42 wt GTP – human Cdc42 wildtype GTP binding change, either direction. P60953. GST-Cdc42 beads, Bodipy-GTP binding, flow cytometry; actives lie on both sides. 190,000 tested, 0.2% active. percent activity (GTP binding), % at 10 µM;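 active = percent activity GTP binding at least 20 points away from the 100% baseline, either down as inhibitor or up as activator; inconclusive = compound flagged as likely green fluorescent from well-wide comparison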;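 note: median bead fluorescence of bound Bodipy-FL-GTP at 100 nM; 0% = excess unlabeled GTP control and 100% = no compound control; below 100% means less GTP binding so inhibitor and above means activator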
Target sequence (P60953 whole entry, looked up): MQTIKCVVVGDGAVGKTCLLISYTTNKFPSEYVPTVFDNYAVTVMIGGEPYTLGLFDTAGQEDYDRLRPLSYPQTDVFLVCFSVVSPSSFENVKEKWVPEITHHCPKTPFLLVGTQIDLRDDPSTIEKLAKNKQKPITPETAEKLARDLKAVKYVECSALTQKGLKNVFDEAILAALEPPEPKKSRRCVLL
Bim-Bcl-XL – inhibitors of Bim-Bcl-XL interaction, human; Q07817; Bim peptide-Bcl-XL binding, bead flow cytometry, fluorescence; inhibition, % at 10 µM; 190,000 tested, 0.04% active
Target sequence (Q07817 whole entry, looked up): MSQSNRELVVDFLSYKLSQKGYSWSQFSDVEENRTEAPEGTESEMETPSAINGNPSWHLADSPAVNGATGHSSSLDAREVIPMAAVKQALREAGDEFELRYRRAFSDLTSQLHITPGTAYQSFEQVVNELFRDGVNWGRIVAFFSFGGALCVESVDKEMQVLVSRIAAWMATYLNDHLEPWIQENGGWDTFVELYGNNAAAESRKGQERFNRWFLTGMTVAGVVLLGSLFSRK
Bfl-1 Bim block – disrupts Bim binding to human Bfl-1. Q16548. Bead-based flow cytometry, Bim-Bfl-1 binding inhibition. inhibition, % at 10 µM. 190,000 tested, 0.12% active;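 note: 0% = wells without compound plus tracer and 100% = blocker peptide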
Bim-Bcl-B – human Bim-Bcl-B interaction inhibition; Q9HD36; bead-based flow cytometry, Bim peptide-Bcl-B binding; inhibition, % at 10 µM; 190,000 tested, 0.073% active; AID 951;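 note: 0% = tracer peptide without compound and 100% = reference inhibitor peptide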
Target sequence (Q9HD36 whole entry, looked up): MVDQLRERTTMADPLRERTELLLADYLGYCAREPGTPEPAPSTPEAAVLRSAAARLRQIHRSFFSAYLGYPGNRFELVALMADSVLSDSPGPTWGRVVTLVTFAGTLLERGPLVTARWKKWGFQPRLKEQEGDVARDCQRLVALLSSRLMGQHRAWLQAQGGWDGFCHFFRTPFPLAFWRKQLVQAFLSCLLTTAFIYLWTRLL
Rac1 act GTP bind – human Rac1 activated mutant GTP binding change; GST-Rac1 activated beads, fluorescent GTP binding, flow cytometry; actives lie on both sides; 100% means binding = to untreated wells; percent activity (GTP binding), % at 10 µM; 190,000 tested, 0.11% active;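 active = GTP binding at least 20 percentage points away from the 100% baseline, in either direction, so actives lie on both sides; inconclusive = Compound likely fluorescent itself, or too few beads counted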
Bcl-W Bim block – disrupts Bim peptide binding to human Bcl-W; 190,000 tested, 0.02% active; AID 952; Q92843; inhibition, % at 10 µM; bead-based flow cytometry;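 note: 0% = bound tracer without compound and 100% = peptide blocker; higher means less fluorescent Bim peptide bound to Bcl-W beads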
Target sequence (Q92843 whole entry, looked up): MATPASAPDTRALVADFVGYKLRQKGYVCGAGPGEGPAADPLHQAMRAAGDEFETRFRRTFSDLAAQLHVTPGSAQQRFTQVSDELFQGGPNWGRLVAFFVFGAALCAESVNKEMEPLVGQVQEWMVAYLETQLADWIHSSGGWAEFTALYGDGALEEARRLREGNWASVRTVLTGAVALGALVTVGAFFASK
Rac1 wt modul – human Rac1 wildtype GTP binding, inhibitors and activators; P63000; GST-Rac1 beads, fluorescent GTP binding, flow cytometry; actives lie on both sides; 0 = cold GTP competed, 100 = untreated; GTP binding activity (% of control), % at 10 µM; 190,000 tested, 0.27% active; AID 757;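 active = GTP binding activity at least 20 points away from the 100% control level, either lower or higher; inconclusive = compound flagged as likely green fluorescent, judged across all proteins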
HRas wt GTP bind – changes GTP binding to wildtype human HRas; GTP binding activity, % at 10 µM; 190,000 tested, 0.14% active; P01112; AID 759; GST-Ras wt beads, Bodipy-FL-GTP binding, flow cytometry; actives lie on both sides;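 active = GTP binding activity at least 20% away from the 100% baseline, either lowered as inhibitor or raised as activator; inconclusive = flagged as likely green fluorescent, judged across all proteins in the well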;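 note: 0% = unlabeled GTP competition control and 100% = no-compound control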
Target sequence (P01112 whole entry, looked up): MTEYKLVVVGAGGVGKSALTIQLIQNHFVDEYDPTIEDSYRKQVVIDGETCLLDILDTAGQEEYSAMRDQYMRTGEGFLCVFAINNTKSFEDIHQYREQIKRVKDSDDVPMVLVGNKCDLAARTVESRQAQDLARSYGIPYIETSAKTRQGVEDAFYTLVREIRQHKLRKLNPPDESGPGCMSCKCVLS
Rab2 wt GTP – changes GTP binding to wildtype dog Rab2A, up or down; GTP binding activity, % at 10 µM; P61105; 190,000 tested, 0.19% active; AID 760; GST-Rab2 wt beads, Bodipy-GTP binding, flow cytometry;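 active = GTP binding activity at least 20 points away from 100%, either lowered or raised; inconclusive = signal likely due to the compound's own green fluorescence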;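 note: 0% = beads with excess unlabeled GTP and 100% = no-compound control corrected for plate trend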
Rab7 wt GTP bind – dog Rab7 wildtype GTP binding, inhibitors and activators; GTP binding activity (percent of control), % at 10 µM; AID 758; GST-Rab7 beads, fluorescent GTP binding, flow cytometry; actives lie on both sides; untreated = 100%, excess cold GTP = 0%; 190,000 tested, 0.055% active;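 active = fluorescent GTP binding to Rab7 beads changed by at least 20 points from the 100% baseline, either direction, mostly lower; inconclusive = compound itself probably fluorescent, or too few beads counted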;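 note: median green fluorescence of bound Bodipy-FL-GTP per Rab7 bead population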
Numbers without * were called inactive; u = inconclusive. Cut-off read from the data, not from the text of the source, unless noted: active = inhibition above about 40%. Compounds were not picked by outcome. About 0.62% of those tested had a hit in this group.

Values run as follows: Bfl-1 Bim block	Bim-Bcl-2	Bim-Bcl-B	Rab2 wt GTP	Bim-Bcl-XL	HRas wt GTP bind	Rac1 act GTP bind	Rab7 wt GTP bind	Cdc42 wt GTP	Bcl-W Bim block	Rac1 wt modul
> CCOC(=O)c1sc(=NC(=O)c2ccc(S(=O)(=O)N3CC(C)OC(C)C3)cc2)n(C)c1C (stereo not given)
 : -2.0	-5.0	-1.0	100.0	0.0	99.0	98.0	98.0	101.0	-2.0	103.0
> COC(=O)C1=C(C)NC(=O)NC1c1ccc(-c2ccccc2Cl)o1 (stereo not given)
 : -5.0	-1.0	-4.0	97.0	-4.0	95.0	96.0	94.0	95.0	-5.0	98.0
> COc1cc(/C=N/n2cnnc2)ccc1OCc1ccccc1
 : 6.0	2.0	-3.0	104.0	3.0	103.0	98.0	99.0	103.0	2.0	101.0
> Cc1nc2cc(C(=O)OCC(=O)Nc3ccc(C#N)cc3)ccc2n1-c1ccccc1
 : 0.0	0.0	-4.0	96.0	-7.0	95.0	94.0	101.0	92.0	0.0	94.0
> Cc1ccc(NC2CC(=O)N(CCc3ccccc3)C2=O)cc1 (stereo not given)
 : -3.0	-14.0	-22.0	100.0	-13.0	100.0	100.0	102.0	106.0	-2.0	110.0
> CNC(=O)CN(Cc1ccccc1)S(=O)(=O)c1ccccc1
 : -9.0	-4.0	-7.0	100.0	-5.0	99.0	99.0	101.0	102.0	-1.0	101.0
> CC(=O)Nc1cccc(C(=O)/C=C/c2ccco2)c1
 : 5.0	0.0	-5.0	u	0.0	u	u	u	u	1.0	u
> CCc1ccccc1NC1=CC(=O)CC(C)(C)C1
 : -3.0	1.0	-2.0	98.0	-1.0	102.0	95.0	99.0	102.0	0.0	103.0
> O=C(Cc1cccs1)Nc1nnc(SCc2ccc(Br)cc2)s1
 : 3.0	0.0	-4.0	98.0	-7.0	99.0	96.0	102.0	100.0	-4.0	102.0
> c1coc(-c2nnc(SCc3nc4ccccc4[nH]3)o2)c1
 : -16.0	-12.0	-10.0	101.0	-6.0	100.0	98.0	102.0	100.0	-2.0	103.0
> C=CCN(C(=O)c1cc(C)cc(C)c1)C1(C(=O)Nc2ccccc2)CCN(C(C)C)CC1
 : -5.0	-2.0	-3.0	98.0	-2.0	102.0	99.0	100.0	98.0	-1.0	103.0
> COc1cc(/C=C(\C#N)c2ccccn2)ccc1OCc1ccccc1
 : -7.0	-10.0	-9.0	97.0	-7.0	97.0	95.0	99.0	98.0	-6.0	96.0
> CCN(CC)CCNC(=O)/C(=N\O)c1ccccn1
 : -1.0	0.0	-2.0	98.0	-1.0	93.0	95.0	97.0	101.0	1.0	97.0
> CCCCSc1nc2c(c(C(F)(F)F)c1C#N)CCC2
 : -7.0	-3.0	-5.0	100.0	-5.0	99.0	99.0	103.0	99.0	3.0	103.0
> Nn1c(SCc2cn3ccsc3n2)nnc1-c1ccncc1
 : -16.0	-3.0	-5.0	102.0	-32.0	105.0	100.0	108.0	105.0	0.0	106.0
> CCOc1ccccc1NC(=S)/C(=C(\[O-])c1ccc2c(c1)OCCO2)[n+]1ccc(CC)cc1
 : 0.0	-2.0	-5.0	103.0	-1.0	102.0	102.0	98.0	105.0	-3.0	99.0
> S=C(Nc1ccc(Cl)cc1)NC1CCN(Cc2ccccc2)CC1
 : 3.0	6.0	-7.0	100.0	-1.0	99.0	100.0	102.0	100.0	1.0	103.0
> CCOC(=O)Cn1c(C)nc2ccccc21
 : -21.0	-11.0	-12.0	104.0	-10.0	103.0	99.0	100.0	105.0	-2.0	105.0
> Cc1c(C)n(CC(O)CN2C(=O)c3ccccc3S2(=O)=O)c2ccccc12 (stereo not given)
 : -1.0	-7.0	-1.0	100.0	-1.0	101.0	100.0	100.0	104.0	-1.0	104.0
> COc1ccc(C2=NN(C(=O)/C=C/c3ccccc3)C(c3ccccc3)C2)c(OC(C)=O)c1 (stereo not given)
 : -11.0	-8.0	-11.0	96.0	-12.0	98.0	97.0	100.0	102.0	-10.0	102.0
> C=CCNC(=S)NNC(=O)c1cccc(Br)c1
 : -5.0	-4.0	-40.0	97.0	-13.0	99.0	101.0	100.0	101.0	-6.0	103.0
> O=C(CSc1nc(-c2cccs2)cc(C(F)(F)F)n1)NCCCn1ccnc1
 : -2.0	-5.0	-5.0	102.0	-6.0	101.0	102.0	96.0	100.0	-7.0	105.0
> NS(=O)(=O)c1ccc(NC(=O)COC(=O)c2ccc(Cl)nc2)cc1
 : -9.0	-2.0	-2.0	99.0	-1.0	101.0	97.0	102.0	98.0	1.0	98.0
> CCOC(=O)Cc1csc(NC(=S)NC(=O)c2ccccc2C)n1
 : -2.0	-2.0	0.0	100.0	-3.0	100.0	97.0	99.0	100.0	-3.0	99.0
> CNC(=O)CSc1nnc(-c2cccnc2)n1-c1ccc(C)cc1
 : 7.0	4.0	0.0	97.0	0.0	96.0	93.0	99.0	96.0	1.0	91.0
> O=c1cc(CSc2nc3cc(Cl)ccc3o2)nc2sccn12
 : -2.0	-6.0	-1.0	100.0	-3.0	101.0	100.0	103.0	102.0	-1.0	103.0
> O=C(NCCn1ccc2ccccc21)C1CCCCC1
 : -13.0	-13.0	-9.0	104.0	-6.0	103.0	101.0	103.0	105.0	-3.0	106.0
> CCOC(=O)c1sc(C)c(C(=O)NC2CCCCC2)c1N
 : -2.0	-1.0	-3.0	93.0	0.0	95.0	93.0	97.0	94.0	-1.0	92.0
> Cc1cc(C)n(C(=O)CN2C(=O)c3ccccc3C2=O)n1
 : -1.0	-4.0	0.0	99.0	0.0	102.0	100.0	100.0	100.0	-2.0	100.0
> CCCCCCNC(=O)c1c(O)c2ccccc2[nH]c1=O
 : -8.0	-1.0	-4.0	95.0	-2.0	99.0	98.0	95.0	102.0	7.0	101.0
> O=c1[nH]c2ccc(Cl)cc2c(O)c1-c1ccccc1
 : 0.0	5.0	2.0	98.0	5.0	98.0	96.0	99.0	97.0	1.0	95.0
> Cn1c(=S)[nH]c2cccnc21
 : -7.0	-10.0	-9.0	101.0	-4.0	101.0	101.0	102.0	103.0	-2.0	103.0
> COc1ccc(N)cc1-n1cnnn1
 : -7.0	-4.0	-9.0	100.0	-2.0	99.0	95.0	105.0	96.0	-3.0	95.0
> Cc1ccccc1S(=O)(=O)Cc1ccc(C(=O)NC(C)c2ccc3c(c2)OCCO3)o1 (stereo not given)
 : -9.0	-6.0	-8.0	99.0	-7.0	100.0	97.0	100.0	96.0	-2.0	101.0
> Cc1cc(/C=N/n2cnnc2)c(C)n1-c1cc(Cl)ccc1Cl
 : -12.0	-1.0	-7.0	98.0	-2.0	100.0	98.0	100.0	99.0	0.0	102.0
> COc1ccc(CN2C(=O)/C(=C/c3ccncc3)SC2=S)cc1
 : -7.0	-6.0	-8.0	97.0	-7.0	100.0	100.0	98.0	102.0	-2.0	104.0
> Cc1ccccc1-n1c(SCc2c(C)noc2C)nnc1-c1ccncc1
 : -10.0	-8.0	-8.0	95.0	1.0	99.0	96.0	98.0	97.0	1.0	98.0
> C=CCC(c1ccccc1)N(C(C)=O)c1ccco1 (stereo not given)
 : -5.0	-3.0	-7.0	98.0	-1.0	99.0	97.0	94.0	92.0	-3.0	103.0
> O=C(Cn1ncc(Cl)c(Cl)c1=O)c1ccc(Cl)cc1
 : -2.0	-1.0	-3.0	99.0	-6.0	101.0	100.0	99.0	99.0	-4.0	103.0
> CC12CS(=O)(=O)CC1SC(=S)N2c1ccccn1 (stereo not given)
 : -11.0	-6.0	-7.0	99.0	-3.0	100.0	96.0	94.0	101.0	3.0	100.0
> COc1cccc(/C=N/NC(=O)c2cc(-c3cccn3C)n[nH]2)c1O
 : -7.0	-6.0	-6.0	93.0	-3.0	96.0	99.0	95.0	100.0	-1.0	99.0
> COc1cc(/C=N/NC(=O)Nc2ccccc2)ccc1OCCOc1ccccc1C
 : -12.0	-5.0	-5.0	102.0	-4.0	104.0	102.0	104.0	106.0	0.0	108.0
> COc1ccc(CNC(=O)CCNS(=O)(=O)c2ccc(Cl)cc2)cc1
 : -1.0	0.0	0.0	98.0	0.0	100.0	96.0	99.0	98.0	-3.0	101.0
> C/C=C/c1ccc(OCCCNC)c(OC)c1
 : 0.0	-3.0	-3.0	97.0	0.0	97.0	99.0	94.0	101.0	5.0	102.0
> Cc1cc(C)n(CC(=O)N2N=C(C(F)F)CC2(O)C(F)F)n1 (stereo not given)
 : -5.0	-16.0	-11.0	102.0	-11.0	103.0	100.0	102.0	97.0	-5.0	106.0
> O=C(O)CC1C(=O)NCCN1Cc1ccc(F)c(F)c1 (stereo not given)
 : -13.0	-8.0	-7.0	100.0	-2.0	101.0	101.0	104.0	100.0	1.0	104.0
> N=C1C(=O)OCC1c1ccccc1NC(=O)Nc1ccccc1 (stereo not given)
 : 0.0	-1.0	-1.0	96.0	0.0	99.0	96.0	98.0	96.0	1.0	102.0
> CCOc1cc(C(=O)Nc2ccc3c4c(cccc24)C(=O)N3CC)cc(OCC)c1OCC
 : 5.0	1.0	0.0	97.0	2.0	99.0	93.0	101.0	98.0	5.0	96.0
> NC(=O)Cc1ccc(C(=O)c2ccc(Cl)cc2)s1
 : -10.0	-11.0	-2.0	95.0	-2.0	93.0	96.0	97.0	89.0	-3.0	95.0
> Cc1ccc(NC(=O)CN(C)Cc2nc3ccccc3c(=O)[nH]2)c(Br)c1
 : -8.0	-7.0	-6.0	99.0	-5.0	99.0	98.0	101.0	99.0	0.0	103.0
> CNc1nc2[nH]c(=O)c3c(c2s1)OC(N)=C(C#N)C3c1cccc(F)c1 (stereo not given)
 : -5.0	-5.0	-5.0	97.0	-8.0	93.0	94.0	99.0	93.0	-1.0	98.0
> COc1cccc(-c2c(NC(=O)c3ccco3)n(-c3ccc(C)cc3)nc(C)c2=O)c1
 : -7.0	-2.0	-1.0	101.0	2.0	99.0	97.0	99.0	101.0	0.0	100.0
> O=C(NNS(=O)(=O)c1ccccc1)c1ccncc1
 : -18.0	-7.0	-8.0	103.0	-7.0	102.0	99.0	100.0	99.0	0.0	106.0
> CCOC(=O)C(NC(=O)CC)(Nc1ccc(S(=O)(=O)Nc2onc(C)c2C)cc1)C(F)(F)F (stereo not given)
 : -9.0	-1.0	-6.0	101.0	-1.0	102.0	101.0	100.0	107.0	2.0	108.0
> CCOC(=O)C1CCN(c2nc(-c3ccc(C)cc3)nc3ccccc23)CC1
 : -6.0	-7.0	-3.0	97.0	-1.0	100.0	97.0	103.0	99.0	-2.0	99.0
> CCOC(=O)Cc1csc(/N=C/c2c(O)n(-c3ccc(C)cc3C)c(=O)c3ccccc23)n1
 : 0.0	-4.0	-1.0	101.0	-2.0	101.0	103.0	99.0	105.0	-3.0	109.0
